Pol eta inh – inhibitors of human DNA polymerase eta; Potency, µM (series often up to 114 µM), for inactives: at the highest dose activity change, negative = inhibition, hits mostly inhibitors; recombinant Pol eta, fluorescent DNA replication assay; 1.2% of 390,000 active; Q9Y253; AID 588591; note: potency is the fitted concentration of half-maximal effect; % is set by controls: 0 for no effect and ±100 for the full control effect
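Pol eta (10 nM) was preincubated with compounds for 15 min at room temperature, after which fluorescent replication substrate (50 nM final) was added to start the reaction. Fluorescence was read kinetically at 0 and 10 min.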
APEX1 inh – inhibitors of human APE1 endonuclease | P27695 | recombinant APE1, TAMRA/BHQ-2 abasic DNA cleavage fluorescence | Potency, µM (highest dose often 65.8 µM), without a hit: top-dose activity change, negative = inhibition, usual class: inhibitors | 0.35% of 350,000 active | AID 2517;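 note: potency is the fitted concentration of half-maximal effect; plate controls were vehicle for no effect and reference inhibitor for full effect; nearly all actives have a fitted effect of over 55% in size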
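Step 1: APE1 (0.75 nM) with compound, 15 min RT. Step 2: add 50 nM fluorophore/quencher THF duplex. Step 3: three fluorescence reads 60 s apart (525/598 nm); read 3 minus read 1 = reaction progress.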
Apoferritin bind – candidate novel general anesthetic via apoferritin binding. apoferritin/1-aminoanthracene competitive binding, fluorescence. AID 485281. Potency, µM (doses to about 77.5 µM), without a hit: at the top dose activity change, negative = displacement, hits mostly inhibitors. 0.074% of 350,000 active. P02791; note: potency is the fitted concentration of half-maximal effect; % is set by controls: 0 for no effect and ±100 for the full control effect; nearly all actives have a fitted effect of over 20% in size
Target sequence (P02791 2-175 limits assumed): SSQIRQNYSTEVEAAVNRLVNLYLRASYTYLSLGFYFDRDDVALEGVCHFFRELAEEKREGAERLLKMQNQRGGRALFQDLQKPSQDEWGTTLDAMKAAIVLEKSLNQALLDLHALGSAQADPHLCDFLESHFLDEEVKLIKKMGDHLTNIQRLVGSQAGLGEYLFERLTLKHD
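Horse-spleen apoferritin (10 uM) was mixed with 50% saturated 1-aminoanthracene in PBS, exposed to compounds for 10 min at room temperature, and read for fluorescence (ex 380 nm, em 535 nm). Competitive displacement was fitted with a four-parameter Hill equation.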
RGS4 inh – blocks human RGS4-accelerated GTP hydrolysis. P49798. Transcreener GDP fluorescence polarization, RGS4-accelerated GTP hydrolysis. Potency, µM (doses to about 114 µM), inactives show at the top dose activity change, negative = inhibition, actives largely listed as inhibitors. 0.039% of 390,000 active. AID 504845; note: potency is the fitted concentration of half-maximal effect; % is set by controls: 0 for no effect and ±100 for the full control effect; nearly all actives have a fitted effect of over 75% in size; some results filed as inactive show a strong effect at the top dose
Target sequence (P49798 whole entry, looked up): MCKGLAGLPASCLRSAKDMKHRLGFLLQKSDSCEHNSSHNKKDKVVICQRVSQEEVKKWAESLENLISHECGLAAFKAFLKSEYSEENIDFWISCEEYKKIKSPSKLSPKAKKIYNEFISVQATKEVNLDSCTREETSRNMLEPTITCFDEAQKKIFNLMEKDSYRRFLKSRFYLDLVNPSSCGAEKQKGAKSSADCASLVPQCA
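MLSMR compounds (23 nl, pin-transferred) preincubated 10 min at room temperature with a 500nM (2x) first reagent, then RGS4 at 900nM (2x) plus Transcreener GDP mix added; fluorescence polarization (620/688 nm) read before and after 90 min at 30 °C.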
Pol kappa inh – DNA polymerase kappa (human) inhibition; purified Pol kappa, fluorescent DNA synthesis assay, 10 min; Potency, µM (series often up to 107 µM), for the others: at the highest dose activity, negative = inhibition, actives largely listed as inhibitors; 0.53% of 400,000 active; AID 588579; note: potency is the fitted concentration of half-maximal effect; % is set by controls: 0 for no effect and ±100 for the full control effect
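Inhibition of 10 nM Pol kappa is measured by a fluorescent read-out at 0 and 10 min following addition of 50 nM substrate (final), with a 15-min room-temperature compound preincubation.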
12-LOX inh – ALOX12 (human) lipoxygenase inhibition; purified 12hLO, xylenol orange hydroperoxide absorbance; 1.1% of 580,000 active; AID 1671190; Potency, µM (series often up to 108 µM), inactives show at the top dose activity change, negative = inhibition, most hits filed as inhibitors; note: potency is the fitted concentration of half-maximal effect; % is set by controls: 0 for no effect and ±100 for the full control effect
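Hydroperoxide product was detected by ferrous iron/xylenol orange as the 573 to 405 nm absorbance ratio. Arachidonic acid at 40 uM (final) was turned over for 30 min at room temperature by 150 nM human 12hLO, pH 7.0 Hepes buffer, after 15 min compound preincubation.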
POLB inh – DNA polymerase beta (human) inhibition | Pol beta primer extension/strand displacement, fluorescence kinetic | AID 485314 | Potency, µM (series often up to 114 µM), inactives show top-dose activity change, negative = inhibition, actives largely listed as inhibitors | P06746 | 1.3% of 340,000 active; note: potency is the fitted concentration of half-maximal effect; % is set by controls: 0 for no effect and ±100 for the full control effect
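Enzyme-only controls used 10 nM Pol beta; buffer lacking enzyme served as negative control. Compound preincubated 15 min, then 50 nM substrate added; 0 and 10 min reads at room temperature.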
ERG-DNA inh – blocks human ERG Ets domain binding to DNA; Potency, µM (highest dose often 76.9 µM), inactives show at the highest dose FP activity, negative = inhibition, most hits filed as inhibitors; AID 624246; 0.028% of 370,000 active; P11308; fluorescence polarization, His-ERG Ets domain / labelled DNA; active = well fitted inhibition curve with a large enough effect in the polarisation, with a control signal flat; inconclusive = small, poorly fitted or top-dose-only effect, or effect the other way, or a change in a side signal; inactive = no such curve, though single readings can be large or run the other way; the % refers to the polarisation;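 note: polarization taken with two DNA probes labelled with fluorescein and Texas red; potency is the fitted concentration of half-maximal effect; % of control where 0% means no effect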
Target sequence (P11308 whole entry, looked up, the tested form may be a part): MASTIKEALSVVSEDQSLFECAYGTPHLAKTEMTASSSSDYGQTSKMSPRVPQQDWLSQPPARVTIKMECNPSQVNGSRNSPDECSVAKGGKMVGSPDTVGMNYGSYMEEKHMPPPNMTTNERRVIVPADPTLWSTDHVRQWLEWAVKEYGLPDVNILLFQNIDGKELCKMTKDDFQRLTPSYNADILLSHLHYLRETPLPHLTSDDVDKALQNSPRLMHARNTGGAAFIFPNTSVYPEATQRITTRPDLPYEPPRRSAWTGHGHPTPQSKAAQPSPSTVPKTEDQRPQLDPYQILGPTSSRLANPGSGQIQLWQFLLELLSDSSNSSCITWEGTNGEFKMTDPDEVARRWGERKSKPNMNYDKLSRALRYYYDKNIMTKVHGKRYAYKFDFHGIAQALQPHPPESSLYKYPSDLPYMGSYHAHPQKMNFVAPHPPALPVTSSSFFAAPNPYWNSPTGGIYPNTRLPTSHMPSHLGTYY
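His-tagged ERG Ets domain (1 uM in the protein solution; 300mM KCl, 50mM Tris-HCl, 1mM EDTA, 1mM DTT, pH 7.5) received compound, then a probe mix of 5 nM fluorescein-DNA and 100nM Texas-615-DNA. Fluorescence polarization was read for both dyes.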
LDHA inh – inhibitors of human lactate dehydrogenase A; P00338; purified LDHA, NADH/diaphorase-resazurin fluorescence; hits give low values; activity change, % (values are at about 110 or 230 µM); 0.15% of 480,000 active; in the data active = activity change below about -30%; inconclusive = mostly about -25% to -30%;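 note: plate controls were DMSO wells for no effect and wells without enzyme for full effect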
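LDH5 2 nM; NADH 0.06 mM, pyruvate 0.2 mM; 200 mM Tris pH 7.4, EDTA, Tween-20; 5 min RT. Detection: diaphorase 0.133 mg/mL + resazurin 37 µM, fluorescence ex540/em590 at 0 and 20 min; normalized to enzyme-free and DMSO wells.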
Numbers without * were called inactive; ? = inconclusive; · = no result given; & = joins results of further samples; [ ] = another dose, or the depositor's remark. Unless noted, calls come from the whole dose curve; as a rule, active = well fitted curve in the direction sought with a large enough effect; inconclusive = small, poorly fitted or top-dose-only effect, or another doubt; inactive = no such curve, though single readings can be large; an effect the other way counts as inactive or inconclusive.

The line under a structure holds: Pol eta inh, APEX1 inh, Apoferritin bind, RGS4 inh, Pol kappa inh, 12-LOX inh, POLB inh, ERG-DNA inh, LDHA inh
[1] COc1cc(C2c3c(oc4ccc(F)cc4c3=O)C(=O)N2Cc2ccc3c(c2)OCO3)ccc1O (stereo not given)
    6.2%, ·, -9.5%, -8.9%, -5.0%, ?, -22.3%, -0.7%, 0.6
[2] CNc1nc(N(C)C)nc(N(C)C)n1
    0.7%, -3.7%, -3.9%, ?, -11.6%, -3.0%, -9.4%, 5.1%, -6.0
[3] CCN(CC)CCCN1C=C2C(=O)C(C)(OC(=O)CCC(=O)OC)C(=O)C(Br)=C2C=C1c1ccc(OC)cc1 (stereo not given)
    39.8µM*, -0.8%[12.4 µM], ·, -14.7%, ?, ?, ·, 10.8%, 11.3
[4] O=c1c(-c2ccc(Br)cc2)[n+]([O-])c2ccccc2n1OCc1ccccn1
    -0.9%, 4.5%, -5.5%, ?, -3.5%, -15.6%, -24.7%, -3.7%, -3.5
[5] O=[N+]([O-])c1ccc(N/N=C/c2cccc(O)c2O)c(S(=O)(=O)N2CCOCC2)c1
    -6.3%, -6.3%, ?, -35.6%, -20.9%, ?, -12.5%, -11.0%, 7.2
[6] N#Cc1cc(Oc2ccc3ccccc3c2)c(-n2nnc3ccccc32)cc1C#N
    -20.8%, 1.7%, -11.8%, 10.4%, -8.8%, -9.8%, 7.2%, 0.2%, -6.0
[7] C=CCn1cccc(C(=O)Nc2ccc(SC)cc2)c1=O
    ?, -7.3%, -17.6%, 20.5%, 6.3%, ·, -18.4%, 7.3%, -9.3
[8] O=c1c2c(nc3n1CCCCC3)sc1c(O)cccc12
    -17.7%, 12.7%, -9.8%, -16.0%[11.4 µM], -5.8%, 22.3%, -4.4%, -0.8%, 14.5
[9] CCCCCSc1nnc(-c2ccccc2N)c(=O)[nH]1
    -15.0%, -3.5%, -8.5%, -8.2%, -4.0%, -13.1%, 0.4%, -1.7%, -1.7
[10] CCOc1ccc(NC(=O)CCN2CCN(c3ccccc3OC)CC2)cc1
    -15.3%, -1.6%, -7.4%, ?, -22.3%, -11.3%, 13.9%, 1.2%, -2.9
[11] CC1(C)CC(=O)C=C(Nc2ccc(F)c(Cl)c2)C1
    -8.7%, -16.6%, 3.1%, 13.1%, 2.3%, 0.0%, 11.5%, 11.5%, -0.5
[12] COc1ccc2cc(S(=O)(=O)N3CCCCC3)ccc2c1S(=O)(=O)N1CCCCC1
    1.6%, 5.5%, 0.4%, -0.7%, -1.2%, 0.0%, 9.3%, 1.9%, -5.0
[13] CCCOc1ccccc1C1CC(=O)Nc2cc3c(cc21)OCCO3 (stereo not given)
    -22.4%, 9.0%, -10.6%, -20.1%[11.4 µM], -12.7%, ·, 1.6%, -0.7%, 0.2
[14] CC1CCCCC1NC(=O)CSc1nnc(CN2CCOCC2)n1C (stereo not given)
    -15.6%, 1.8%, -5.0%, -17.1%[11.4 µM], 1.5%, -20.4%, 1.0%, -5.4%, 0.1
[15] CCOC(=O)C1CCN(C(=O)Cn2ncc3c([nH]c4ccccc43)c2=O)CC1
    -6.5%&-19.9%, -11.0%, -2.7%&-8.9%, 9.4%&5.0%, -4.7%&-0.6%, 6.2%&-5.0%, 4.9%&10.3%, -3.3%&-0.4%, -13.8&-6.0
[16] COC(=O)c1c(C(=O)OC)c2cc(C)ccn2c1Cl
    -15.9%, -4.7%, -11.5%, -6.9%, -2.3%, 82.7%[activator], 8.9%, -1.8%, -4.4
[17] Nc1nn2cc(-c3ccc(Br)cc3)nc2c2ccccc12
    -16.2%, 5.6%, 82.4%[activator], 2.3%, -2.4%, 12.5%, -29.9%, -8.0%, -1.5
[18] COC1CCCN(Cc2c(C(=O)N3CCN(C4CCCCC4)CC3)nc3ccccn23)C1 (stereo not given)
    -1.8%, 8.7%, 6.4%, 11.4%, 1.9%, ?, 14.5%, -2.1%, -1.9
[19] COc1ccc2oc(=Nc3ccccc3)c(-c3nc4ccccc4[nH]3)cc2c1
    -9.1%, 2.8%, 49.9%[activator], 4.5%, -11.4%, 3.2%, 15.6%, -8.1%, -1.6
[20] C/C(=N/Nc1nc(C)cc(C)n1)c1ccc(Br)cc1
    -20.7%, 5.3%, -11.3%, 4.3%, -0.2%, 47.7%[activator], 7.4%, 3.8%, 1.6
[21] COc1cccc(NC(=O)CN(C)C(=O)CC2CC3CCC2C3)c1 (stereo not given)
    -14.0%, -13.6%, ·, -36.4%, -8.3%, 0.1%, ·, 0.7%, -0.7
[22] O=S(=O)(c1ccc(NC(=S)NC2CCCC2)cc1)N1CCCC1
    -4.9%, 3.9%, -9.4%, ?, -4.1%, -21.0%, -2.2%, 8.0%, -3.3
[23] COc1ccc(NC(=O)CSc2nnc(CCC(=O)O)c(=O)n2N)cc1
    -3.3%, 22.0%, 1.3%, -9.1%, -6.1%, 6.1%, -6.9%, 2.9%, -5.4
[24] O=C(NCc1ccncc1)c1cc(C(=O)C2CC2)c[nH]1
    -6.8%, -1.5%, -2.1%, -12.0%, 1.7%, -15.5%, -8.4%, -9.2%, -3.1
[25] CCCN1Cc2cccc(C(=O)Nc3ccc4c(c3)OCCO4)c2C1=O
    -14.1%, -4.3%, -10.5%, 13.2%, 7.1%, 220.3%[activator], 0.5%, 14.2%, 0.7
[26] CCOC(=O)N1CCN(CC(O)c2ccc3cc[nH]c3c2)CC1 (stereo not given)
    ?, 14.9%, -5.8%, -11.6%, -3.6%, 4.6%, 35.1%, -7.2%, -0.5
[27] Cc1cc2nc(C)c3c(n2n1)CCC3
    -1.2%, 11.9%, 2.0%, 1.4%, -4.1%, -2.2%, 34.2%, 0.7%, -1.3
[28] COCCOC(=O)C1=C(C)N=C2SCCC(=O)N2C1/C=C/c1ccccc1 (stereo not given)
    -17.7%, 3.7%, -17.2%, -21.3%[11.4 µM], -7.5%, -19.6%, 12.1%, -2.1%, -3.5
[29] O=C(CSc1nnc(CNC(=O)c2cccc(C(F)(F)F)c2)o1)NC1CCCC1
    -13.9%, 38.6%, -7.4%, -0.5%, -9.2%, 6.1%, -18.7%, 0.0%, -7.4
[30] Clc1ccccc1CNCCCSc1nnnn1-c1ccccc1
    ?, ·, 5.3%, 2.5%, -20.1%, -29.2%, -20.6%, 0.3%, -11.1
[31] O=C(N/C(=C/c1ccc([N+](=O)[O-])cc1)C(=O)N1CCOCC1)c1ccco1
    -18.7%, 48.7%, -4.7%, 19.6%, -7.4%, -9.8%, -3.0%, 1.5%, -7.8
[32] CCOC(=O)c1n[nH]c(=O)c2ccccc12
    -4.1%, -0.3%, -0.2%, -1.5%, -4.8%, 1.6%, ?, 2.3%, -13.9
[33] CCCN1CCC(=O)N(CCSc2ccc(Br)cc2)CC1
    ·, 3.1%, -10.4%, -5.0%, -9.2%, ·, ·, ·, ·
[34] CCOC(=O)/C=C/c1ccccc1S(=O)(=O)NC(C)(C)C
    -10.8%, ·, ·, -34.4%, -3.7%&-14.7%, -2.9%, ·, 3.2%, -5.7
[35] COC(=O)N/N=C/c1cn(CCOc2ccccc2)c2ccccc12
    -10.0%, -10.2%, 0.5%, -6.4%, -17.5%, ?, 8.8%, 25.4%, -1.1
[36] COc1ccc(CCNC(=O)CCS(=O)(=O)c2ccc3c(c2)NC(=O)CS3)cc1OC
    -16.5%, 45.3%, -7.3%, -68.3%[56.9 µM], -1.5%, 9.0%, ?, 16.1%, -1.9
[37] CC(C)(C)CN1C(N)=NC[C@@H]1Cc1ccc(O)cc1
    -11.3%, -11.7%, -2.0%, 11.8%, 23.2%, 1.4%, -7.8%, 2.2%, 3.3
[38] CC(C)C(C)(C#N)NC(=O)CSc1nc2scc(-c3ccccc3)c2c(=O)[nH]1 (stereo not given)
    -8.1%, 2.2%, -7.5%, -5.0%, -10.5%, -20.4%, 16.9%, 0.1%, -10.2
[39] Cc1nn(CC(=O)N(C)C)c(C)c1S(=O)(=O)N1CCOCC1
    -16.8%, -3.5%, ·, 3.1%, -5.6%, -3.9%, ·, 3.0%, -3.8
[40] CN(C)S(=O)(=O)c1ccc(NC(=S)NC(=O)Cc2ccccc2)cc1
    -6.4%, 6.6%, -1.2%, -53.1%, -19.9%, ?, -2.9%, 0.8%, -16.8
[41] CCCCC1=CC2=CC(=O)C(C)(OC(=O)CC)C(=O)C2=CN1Cc1ccccc1 (stereo not given)
    -17.1%, 13.4%[12.4 µM], -19.5%, -36.3%, -1.7%, -29.1%, 10.4%, 6.7%, 1.5
[42] C[C@@H]1C(=O)O[C@H]2[C@H]1CC[C@@]1(C)C(=O)C=C[C@@](C)(O)[C@H]21
    -8.6%, 2.2%, -8.0%, -3.0%, 22.9%, 0.8%&-0.4%, -2.5%, 8.2%, -0.1
[43] Cc1ccc(-c2[nH]ncc2/C=N/n2c(COc3ccccc3)nc3ccccc3c2=O)cc1
    -13.0%, 6.4%, 3.8%, -3.2%, -16.4%, 10.7%, 0.8%, 1.3%, -5.9

High-throughput results deposited in PubChem BioAssay by National Center for Advancing Translational Sciences (NCATS).

Some of the compounds tested, so the mix of outcomes need not match the whole.
